# Fibroblast inh – antiproliferative effect on LL 47 fibroblasts – human, LL 47 cells, CellTiter-Glo luminescence, primary screen | viability, % at 10 µM | 85,000 compounds, 1.1% hits | LL 47 human lung fibroblast viability, ATP luminescence; hits give low values;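 active = viability at or below 50% in the single dose screen; inactive = viability above 50%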;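 also: compound exposure lasted 72 h before the ATP readout; 100% = median luminescence of untreated cell-only wells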
#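 Times – overnight cell rest, 72 h compound treatment at 37 °C · Test system – human lung fibroblast line LL 47, low passage · Amount – 1,150 cells in each well · Controls – cell-only wells, no compound · Doses – 0.1% DMSO in all compound wells · Measured by – CellTiter-Glo luminescence · Buffer or medium – IMEM plus 15% FBS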
# ERa coact inh – ERα–SRC-1 coactivator interaction inhibitors, primary screen, biochemical, TR-FRET, ERα LBD, estradiol-bound; AID 629, 2007; inhibition, % at 25.6 µM; 86,000 compounds, 1.7% hits; Estrogen receptor (Homo sapiens), P03372; TR-FRET ER-alpha LBD / SRC-1 peptide; in the data active = inhibition above about 50%;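 also: 0% = receptor plus peptide control and 100% = peptide only without receptor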
# Target sequence (P03372 whole entry, looked up, the tested form may be a part): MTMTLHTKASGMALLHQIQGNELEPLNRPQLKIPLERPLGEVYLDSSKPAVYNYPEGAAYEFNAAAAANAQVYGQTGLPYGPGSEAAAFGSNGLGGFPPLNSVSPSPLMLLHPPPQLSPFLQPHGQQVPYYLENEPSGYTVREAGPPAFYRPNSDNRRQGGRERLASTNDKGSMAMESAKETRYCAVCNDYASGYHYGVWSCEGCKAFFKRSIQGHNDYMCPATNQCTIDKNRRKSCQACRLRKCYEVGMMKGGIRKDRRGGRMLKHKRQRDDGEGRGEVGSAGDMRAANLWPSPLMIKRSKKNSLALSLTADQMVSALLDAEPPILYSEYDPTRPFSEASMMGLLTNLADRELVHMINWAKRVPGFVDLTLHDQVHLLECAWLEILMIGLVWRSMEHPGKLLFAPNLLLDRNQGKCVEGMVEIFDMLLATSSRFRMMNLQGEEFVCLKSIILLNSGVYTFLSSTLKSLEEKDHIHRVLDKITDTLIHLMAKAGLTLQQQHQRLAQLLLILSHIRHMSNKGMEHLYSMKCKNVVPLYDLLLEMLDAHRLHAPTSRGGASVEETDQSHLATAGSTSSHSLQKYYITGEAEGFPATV
# CD11b adhes inh – inhibitors of CD11b/CD18 adhesion to fibrinogen, primary screen, K562 cells, luminescence; Integrin beta-2 (Homo sapiens) + Integrin alpha-M (Homo sapiens), P05107+P11215; 93,000 compounds, 0.54% hits; AID 1497, 2009; inhibition, % at 10 µM; ATPlite luminescence; Mn2+ added to activate the integrin;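 active = primary inhibition of 50% or more at 10 µM, then 40% or more on retest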; also: some results filed as inactive read as strong as hits
# CYP2C19 inh – blockers of cytochrome P450 2C19 activity – biochemical, luminescence, ADME assay, primary screen; P33261; CYP2C19 Supersomes, luciferin-H EGE luminescence, 30 min; inhibition, % at 5 µM; 96,000 compounds, 21% hits; AID 778, 2007;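 active = CYP2C19 inhibition above a set limit at 5 µM in the primary screen, cut at about 50% in these data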;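 also: plate controls were negative control wells for no effect and 2.5 mM tranylcypromine positive control for full effect; values of inactives mirror those of a sister screen read the other way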
# Target sequence (P33261 whole entry, looked up): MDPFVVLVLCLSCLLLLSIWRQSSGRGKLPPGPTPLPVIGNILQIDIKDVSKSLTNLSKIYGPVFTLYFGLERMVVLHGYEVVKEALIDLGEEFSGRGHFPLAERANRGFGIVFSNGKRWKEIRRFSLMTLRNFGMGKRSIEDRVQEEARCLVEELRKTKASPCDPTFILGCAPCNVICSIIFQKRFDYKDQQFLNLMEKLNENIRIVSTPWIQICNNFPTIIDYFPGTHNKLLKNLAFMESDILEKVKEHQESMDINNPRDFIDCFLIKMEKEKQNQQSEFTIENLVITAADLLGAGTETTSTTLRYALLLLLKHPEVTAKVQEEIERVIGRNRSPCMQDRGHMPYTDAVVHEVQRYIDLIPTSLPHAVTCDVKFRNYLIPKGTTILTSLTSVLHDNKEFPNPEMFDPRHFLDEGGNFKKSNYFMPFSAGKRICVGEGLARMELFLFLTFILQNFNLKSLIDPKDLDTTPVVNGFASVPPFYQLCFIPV
# Mac1 fbg enh – enhancers of CD11b/CD18 adhesion to fibrinogen, primary screen, K562 cells, luminescence. Integrin beta-2 (Homo sapiens) + Integrin alpha-M (Homo sapiens), P05107+P11215. ATPlite luminescence. activation, % at 10 µM. 93,000 compounds, 0.07% hits;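 active = 10 µM primary screen giving 50% or more activity, confirmed by 40% or more on retest at that dose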; also: strong numbers were not always called active
# H69AR growth 86K – proliferation blockers of H69AR lung cancer cells, primary screen, cell-based, human, 86K library | H69AR lung tumor viability, ATP luminescence, 72 h; hits give low values | viability, % at 10 µM | 85,000 compounds, 6% hits;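 active = viability at or below 40%; inactive = viability above 40%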;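 also: multidrug resistant small cell line overexpressing MRP-1 efflux transporter; 100% = mean luminescence of untreated control wells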
# HUVEC inhibit – inhibitors of HUVEC proliferation, primary screen, cell-based, 384-well; CellTiter-Glo luminescence, 72 h; hits give low values; viability, % at 10 µM (by protocol); 86,000 compounds, 1.1% hits; AID 648, 2007;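 active = viability at or below 30%; inactive = viability above 30%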;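 also: 100% = median luminescence of DMSO-only cell control wells on each plate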
# ERa SRC1 pot – enhancers of ERα–SRC-1 coactivator binding, primary screen, biochemical, TR-FRET, ERα LBD, low estradiol; TR-FRET ERalpha-LBD/SRC-Cy5 coactivator binding, 2 h; 100 = basal binding, no effect; coactivator binding (% of control), % at 25.6 µM; 86,000 compounds, 1.3% hits; AID 639, 2007; in the data active = activity above about 200%;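 also: binding measured in presence of low estradiol as agonist stimulus; 0% = peptide alone without receptor and 100% = receptor with peptide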
# CYP2C19 activ – human CYP2C19 activators, primary screen, biochemical, luminescence. recombinant CYP2C19, luciferin-H EGE luminescence; hits give high values; 0 = fully inhibited enzyme, 1 = untreated enzyme. activation factor at 5 µM. 96,000 tested, under 10 active. AID 1025, 2008;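 active = activation factor of at least 2 at 5 µM in the primary screen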;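 also: 0 = wells with 2.5 mM tranylcypromine and 1 = vehicle-only wells; values of inactives mirror those of a sister screen read the other way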
# * marks the source's active call; other numbers are inactive results; · = not tested or not shown; [ ] = another dose, or the depositor's remark.
# Sample of the layout (12 entries):
SMILES,Fibroblast inh,ERa coact inh,CD11b adhes inh,CYP2C19 inh,Mac1 fbg enh,H69AR growth 86K,HUVEC inhibit,ERa SRC1 pot,CYP2C19 activ
C=CCOC(=O)Nc1snnc1C,101,-5,-8,-9,-1,94,103,106,1.1
COc1ccc(OCC(=O)Nc2ccccc2C(=O)N2CCCC2)cc1,103,-2,2,25,-1,71,104,107,0.8
O=C(NCC1(c2ccccc2)CCCC1)C1(c2ccccc2)CCCC1,97,-1,·,·,·,68,98,88,·
Cn1[nH]c(=O)c2ccccc2c1=O,103,-4,14,-20,-5,99,96,100,1.2
COc1ccc(N2CCN(C(=O)Cn3nnc(-c4cccs4)n3)CC2)cc1,93,-9,-9,-5,0,101,93,136,1.1
CN1CCC(=NNC(=O)C(=O)NC2CCCC2)CC1,103,8,-6,-3,1,97,87,107,1
Cn1ccnc1SCC(=O)Nc1ccc2nc(SCC(=O)NC3CC3)sc2c1,95,53*,1,19,-2,37*,92,52[fluorescence artefact?],0.8
CN(CCCNC(=O)CN1C(=O)CC(C)(C)S(=O)(=O)c2ccccc21)C1CCCCC1,98,-6,-17,10,2,99,98,175,0.9
COc1ccc(C2/C(=C(\O)c3cc(C)ccc3C)C(=O)C(=O)N2CCN(C)C)cc1OC (stereo not drawn),108,-5,-8,-4,-6,103,104,81[fluorescence artefact?],1
O=C(NCc1ccc(N2CCCC2=O)cc1)c1cn(CCc2ccccc2)nn1,102,1,-12,11,8,98,87,98,0.9
CC(=O)Nc1c(NC(C)C)c2ccccc2oc1=O,·,·,-19,-8,2,·,·,·,1.1
COC(=O)Nc1nnc(Cc2ccc(OC)cc2)s1,101,-3,-16,43,0,100,104,109,0.6

# Results (from the top)
SMILES,Fibroblast inh,ERa coact inh,CD11b adhes inh,CYP2C19 inh,Mac1 fbg enh,H69AR growth 86K,HUVEC inhibit,ERa SRC1 pot,CYP2C19 activ
C=CCOC(=O)Nc1snnc1C,101,-5,-8,-9,-1,94,103,106,1.1
COc1ccc(OCC(=O)Nc2ccccc2C(=O)N2CCCC2)cc1,103,-2,2,25,-1,71,104,107,0.8
O=C(NCC1(c2ccccc2)CCCC1)C1(c2ccccc2)CCCC1,97,-1,·,·,·,68,98,88,·
Cn1[nH]c(=O)c2ccccc2c1=O,103,-4,14,-20,-5,99,96,100,1.2
COc1ccc(N2CCN(C(=O)Cn3nnc(-c4cccs4)n3)CC2)cc1,93,-9,-9,-5,0,101,93,136,1.1
CN1CCC(=NNC(=O)C(=O)NC2CCCC2)CC1,103,8,-6,-3,1,97,87,107,1
Cn1ccnc1SCC(=O)Nc1ccc2nc(SCC(=O)NC3CC3)sc2c1,95,53*,1,19,-2,37*,92,52[fluorescence artefact?],0.8
CN(CCCNC(=O)CN1C(=O)CC(C)(C)S(=O)(=O)c2ccccc21)C1CCCCC1,98,-6,-17,10,2,99,98,175,0.9
COc1ccc(C2/C(=C(\O)c3cc(C)ccc3C)C(=O)C(=O)N2CCN(C)C)cc1OC (stereo not drawn),108,-5,-8,-4,-6,103,104,81[fluorescence artefact?],1
O=C(NCc1ccc(N2CCCC2=O)cc1)c1cn(CCc2ccccc2)nn1,102,1,-12,11,8,98,87,98,0.9
CC(=O)Nc1c(NC(C)C)c2ccccc2oc1=O,·,·,-19,-8,2,·,·,·,1.1
COC(=O)Nc1nnc(Cc2ccc(OC)cc2)s1,101,-3,-16,43,0,100,104,109,0.6
OCc1n[nH]c(CO)n1,107,-6,1,1,-10,107,102,126[fluorescence artefact?],1
O=C(Nc1cc2nn(-c3ccccc3)nc2cc1Cl)c1ccco1,97,62*[fluorescence artefact?],-30,2,14,42,54,100[fluorescence artefact?],1
COc1ccc(NC2=NCCC2)cc1,·,·,11,22,-2,·,·,·,0.8
CCOc1ccccc1-n1c(COc2ccc(C)cc2)nnc1SCC(N)=O,99,1[fluorescence artefact?],18,27,2,106,106,113,0.7
Cn1nnnc1SCC(=O)c1c(N)n(C)c(=O)n(C)c1=O,102,-1,-14,-6,-3,95,99,89,1.1
CCCCNCc1cc(OCC)c(OCC(N)=O)cc1Br,99,4,15,3,-4,85,98,103,1
COc1ccc(C(=O)c2cnc(/N=C/N(C)C)s2)cc1,·,·,-9,24,0,·,·,·,0.8
CC(C(=O)OCc1nnc(-c2ccccc2)o1)N1C(=O)c2ccccc2C1=O (stereo not drawn),103,-22[fluorescence artefact?],4,22,1,66,105,101,0.8
COC(=O)c1ccc(NC(=O)NS(=O)(=O)c2ccc(C)cc2)cc1,101,-4,7,-6,-2,90,92,127,1.1
CCOC(=O)C1=C(C)NC(=O)NC1c1ccc(OCCO)c(OC)c1 (stereo not drawn),96,-5,-3,-7,-2,95,93,111,1.1
Cc1nc(N2CCc3ccccc3C2)[nH]c(=O)c1CCC(C)C,91,-7,-5,-2,-4,59,65,111,1
c1ccc(-c2nnnn2CCOCCn2nnnc2-c2ccccc2)cc1,97,-1,-12,47,3,103,88,133,0.5

# Retrieved one by one from above:
SMILES,Fibroblast inh,ERa coact inh,CD11b adhes inh,CYP2C19 inh,Mac1 fbg enh,H69AR growth 86K,HUVEC inhibit,ERa SRC1 pot,CYP2C19 activ
COc1ccc(NC2=NCCC2)cc1,·,·,11,22,-2,·,·,·,0.8
c1ccc(-c2nnnn2CCOCCn2nnnc2-c2ccccc2)cc1,97,-1,-12,47,3,103,88,133,0.5

# Next section
SMILES,Fibroblast inh,ERa coact inh,CD11b adhes inh,CYP2C19 inh,Mac1 fbg enh,H69AR growth 86K,HUVEC inhibit,ERa SRC1 pot,CYP2C19 activ
COc1cccc(-c2nnc(NC(=O)c3ccccc3Br)o2)c1,93,-5,·,·,·,34*,78,125,·
OCCNc1nc(Nc2ccccc2)nc2ccccc12,91,-18,·,·,·,90,86,110,·
O=c1c2c3nc4ccccc4nc3n(-c3ccc4c(c3)OCCO4)c2ncn1C1CCCC1,13*,1,14,4,8,21*,37,97,1
O=C(O)CCc1c(C(=O)O)[nH]c2ccccc12,105,-3,6,6,-2,97,107,116,0.9
COCCN(CC(=O)Nc1ccccc1)S(=O)(=O)c1ccc(S(=O)(=O)N2CCCC2)cc1,99,1,10,11,1,90,86,117,0.9
CC(C)(C)n1nnnc1C(c1ccc(F)cc1)N(Cc1ccc(F)cc1)Cc1ccco1 (stereo not drawn),91,-1,-35,37,-1,80,111,102,0.6
Cc1nc(SCC(=O)Nc2ccc(F)cc2)c2oc3ccccc3c2n1,89,11[fluorescence artefact?],-3,40,15,91,72,149[fluorescence artefact?],0.6
CCCC(=O)Nc1nn(CCC)c2nc3ccccc3cc12,92,2,14,24,-7,85,94,115,0.8
C=CCOc1cccc(C2C(C(=O)c3ccc(C)o3)=C(O)C(=O)N2CCN(C)C)c1 (stereo not drawn),86,-10,-10,-4,-1,97,84,120,1
Cc1cccc(N2CCN(C(=O)CCNS(=O)(=O)c3ccc4c(c3)CCC(=O)N4)CC2)c1C,96,-5,7,-3,12,76,89,101,1
CCC(=O)N(CCC(c1ccco1)c1ccccc1OC)Cc1cccs1 (stereo not drawn),97,3,-26,96*,0,82,97,75,0
CCCCC(=O)Nc1nc(C)c(-c2csc(Nc3cc(Cl)ccc3OC)n2)s1,·,·,3,6,15,·,·,·,0.9
Cc1nc2ccccc2n1CC(=O)N1CC(=O)Nc2ccccc21,99,-5,1,12,-9,91,97,121,0.9
COc1ccc(NC(=O)c2cccc(NC(=O)C3C4CC5OC(=O)C3C5C4)c2)c(OC)c1 (stereo not drawn),104,1,-14,-4,-2,97,101,119,1
O=C(Nc1ccc(S(=O)(=O)N2CCCC2)cc1)N1c2ccccc2Sc2ccccc21,·,·,-1,8,0,·,·,·,0.9
CCn1c(=O)n(CC)c2cc(S(=O)(=O)N3CCOCC3)ccc21,99,-3,3,0,1,84,89,114,1
Clc1ccc(Cc2nn3c(-c4ccncc4)nnc3s2)cc1,110,5,·,·,·,89,65,99,·
CC1=CC(C)(C)Nc2cc(C)c(C)cc21,101,-29,-12,92*,3,104,90,114,0.1
Cn1c(=O)c2c(nc(NCc3ccco3)n2CCc2ccccc2)n(C)c1=O,103,24,-9,11,-2,91,102,76[fluorescence artefact?],0.9
O=C(Nc1nn[nH]n1)c1cccc(Oc2ccccc2)c1,104,-1,-13,-12,-1,·,107,103,1.1
CCOC(=O)C1CCN(C(=O)CCCCn2c(=O)[nH]c3ccccc3c2=O)CC1,99,0,·,·,·,89,104,129,·
CCOC(=O)c1sc(NC(=O)c2cc(-c3ccccc3C)nc3ccccc23)c(C#N)c1C,·,·,93*,4,-7,·,·,·,1
CC(C)CC(=O)N1CCN(S(=O)(=O)c2ccc(F)cc2)CC1,·,·,-19,25,-2,·,·,·,0.7
COCCNC(=O)CN(C(=O)Cn1nnc2ccccc21)c1ccccc1,95,5,-5,16,-3,96,95,105,0.8
CN(C(=O)c1cccc(C#N)c1)c1nnc(C2CCCO2)s1 (stereo not drawn),102,-16,0,1,-3,90,95,98,1
COc1ccccc1OCC(=O)N1CCN(c2ccccc2OC)CC1,98,-5,6,40,0,89,96,94,0.6
Cn1ncc2c(Nc3ccc(-c4ccccc4)cc3)ncnc21,·,·,-1,42,-4,·,·,·,0.6
O=C(CSc1ncccn1)NCc1ccc(F)cc1,99,-9,-6,26,34,90,102,118,0.7
COc1ccc(C(=O)NCCc2nnc(SCC(=O)Nc3ccc(Br)cc3)n2C)cc1,99,-4,-34,21,1,82,68,93[fluorescence artefact?],0.8
CCc1ccccc1OCCCCCNCCO,102,-3,·,-5,·,87,94,109[fluorescence artefact?],1.1
Cc1[nH]nc2c1C(c1ccccn1)N(c1ccc(Br)cc1)C2=O (stereo not drawn),95,77*[fluorescence artefact?],-4,1,0,93,95,103,1
Cc1cccc(-c2noc(CN(C(=O)c3c(-c4ccccc4Cl)noc3C)C(C)C)n2)c1,92,-2,7,91*,5,63,94,105,0.1
Cc1cc(C)c2c(CN3CCN(C/C=C/c4ccccc4)CC3)cc(=O)oc2c1,96,-4,-2,51*,-3,60,62,97,0.5
COC(=O)c1nc(N)sc1-c1ccccc1,96,5,-3,32,0,86,87,93[fluorescence artefact?],0.7
Cc1cc(NCCOCCO)n2ncc(-c3ccc(Cl)cc3)c2n1,41*,-2,6,29,4,22*,41,101,0.7
O=C(CN1CCCCC1)Nc1ccccc1NC(=O)CN1CCCCC1,92,8,1,-8,13,88,93,113,1.1

# Bioassay records deposited in PubChem by several laboratories.
